NALP1 inh: inhibitors of NALP1 inflammasome in yeast; S. cerevisiae NALP1/ASC/caspase-1 growth, X-gal OD620, 72 h; inhibition, % at 10 µM; hit rate 0.61% among 280,000; in the data active means inhibition mostly above about 24%, no sharp cut-off; inactive means mostly below about 32%; further: some compounds called inactive have numbers as strong as hits
PfM18AAP inh: PfM18AAP enzyme inhibition; hit rate 1.2% among 290,000; inhibition, % at 7.35 µM; recombinant PfM18AAP, H-Glu-NHMec fluorogenic cleavage;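 active means inhibition above the campaign mean inhibition over all tested compounds plus 3 SD, cut at about 28% in these data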;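 further: 0% = plate median of test compound wells and 100% = 2 mM ZnCl2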
MEKK2mut PB1 HTS: signal of MEK5 binding to mutant human MEKK2 PB1 domain. bead flow cytometry, Alexa488-MEK5 binding to MEKK2 mutant. percent response, % at 10 µM. hit rate 0.35% among 290,000. AID 1530; in the data active means percent response above about 24%, passing the limit was not always enough; further: inactives centre near 1; some results filed as inactive read as strong as hits
VIM-2 inh: blocks Pseudomonas aeruginosa VIM-2 metallo-beta-lactamase | hit rate 0.89% among 290,000 | AID 1527 | inhibition, % at 5.6 µM | purified VIM-2, nitrocefin hydrolysis, epi-absorbance fluorescence;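 active means inhibition above the mean of all tested compounds plus 3 SD, cutoff set per screening run, cut at about 7.5% in these data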;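 further: red hydrolysis product quenches plate fluorescence so inhibitors raise well fluorescence; 0% = enzyme with DMSO and 100% = DMSO without enzyme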
IMP-1 inh: blocks Pseudomonas aeruginosa IMP-1 metallo-beta-lactamase; purified IMP-1, nitrocefin hydrolysis, epi-absorbance fluorescence; inhibition, % at 5.6 µM; hit rate 0.45% among 290,000;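 active means inhibition above the mean plus 3 SD of all compounds in the same screening run, cut at about 4.5% in these data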;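 further: 0% = IMP-1 with DMSO and 100% = DMSO wells lacking enzyme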
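System: Purified IMP-1 | Read-out basis: Percent enzyme inhibition | Controls: IMP-1 with DMSO as 0%, enzyme-free DMSO as 100% | Replicates: One well per compound | Doses: 5.6 µM nominal single concentration | Detection: Epi-absorbance fluorescence, 480 nm excitation, 530 nm emission | Incubation: 25 °C, 15 min preincubation, 25 min reaction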
MEKK2wt PB1 HTS: raises or lowers MEK5 binding to wildtype human MEKK2 PB1 domain; Q9Y2U5; bead flow cytometry, Alexa488-MEK5 binding to MEKK2 WT; actives lie on both sides; binding response (% of control), % at 10 µM; hit rate 1.1% among 290,000; in the data active means binding response below about 67% or above about 130%
SUMO HTRF inh: blocks human SUMOylation mediated by UBC9; inhibition, % at 35 µM; AID 2006; P63279; hit rate 0.36% among 290,000; HTRF SUMOylation assay, SAE1/SAE2 + UBC9, in vitro; in the data active means inhibition above about 50%, passing the limit was not always enough; further: strong numbers were not always called active
Target sequence (P63279 whole entry, looked up): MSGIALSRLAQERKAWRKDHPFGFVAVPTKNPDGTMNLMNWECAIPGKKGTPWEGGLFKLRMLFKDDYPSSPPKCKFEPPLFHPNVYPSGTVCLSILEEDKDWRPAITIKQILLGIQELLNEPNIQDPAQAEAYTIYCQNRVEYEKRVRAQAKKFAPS
FID counter: counter-screen for HCV NS3 helicase inhibitors: DNA intercalator displacement; DNA fluorescent intercalator displacement, fluorescence; inhibition, % at 7.9 µM; hit rate 0.17% among 290,000; AID 1845; in the data active means inhibition above about 37%;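 further: 0% = vehicle and 100% = reference compound; higher means more ethidium bromide displaced from hairpin DNA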
NS3 helicase inh: HCV NS3 helicase inhibition. inhibition, % at 10.9 µM. hit rate 0.56% among 290,000. NS3 helicase DNA unwinding, Cy5 molecular beacon fluorescence;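 active means inhibition above the mean of all tested compounds plus 3 SD, set per campaign, cut at about 35% in these data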;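 further: 0% = DMSO wells and 100% = thioflavine S control wells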
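Material: hepatitis C virus NS3 helicase domain fragment enzyme; measured by: Cy5 fluorescence, 0 and 60 min reads; control set: DMSO and thioflavine S; incubation: 60 min unwinding reaction at 25 °C after ATP addition; read-out basis: % inhibition from 60/0 min fluorescence ratio, DMSO 0%, thioflavine S 100%; repeats: singlicate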
Starred values were filed as active, the others as inactive.

`COc1ccc2cc3cc(C(=O)N4CC(C)CC(C)C4)oc3nc2c1` (stereo not drawn) gave NALP1 inh 2, PfM18AAP inh 4, MEKK2mut PB1 HTS 0, VIM-2 inh -0.3, IMP-1 inh -2.8, MEKK2wt PB1 HTS 97, SUMO HTRF inh 7, FID counter -36 and NS3 helicase inh -7.
CN(Cc1cccnc1)Cc1cn[nH]c1-c1ccc(-c2ccccc2)cc1 was read as NALP1 inh -58, PfM18AAP inh 2, MEKK2mut PB1 HTS 4, VIM-2 inh -1.0, IMP-1 inh -0.8, MEKK2wt PB1 HTS 108, SUMO HTRF inh 12, FID counter -10 and NS3 helicase inh -22.
For CCOC(=O)Cn1c(=O)n(Cc2ccccc2)c(=O)c2cccnc21 the results were NALP1 inh 5, PfM18AAP inh -6, MEKK2mut PB1 HTS 2, VIM-2 inh -0.2, IMP-1 inh -1.2, MEKK2wt PB1 HTS 106, SUMO HTRF inh 1, FID counter -18 and NS3 helicase inh 1.
Screening CCN(Cc1ccncc1)C(=O)CCc1nnc(CCc2ccccc2OC)o1 returned NALP1 inh 11, PfM18AAP inh 4, MEKK2mut PB1 HTS -8, VIM-2 inh -3.1, IMP-1 inh -2.8, MEKK2wt PB1 HTS 80, SUMO HTRF inh -8, FID counter -12 and NS3 helicase inh -4.
O=[N+]([O-])c1ccc(/C=N/Nc2nc(NCc3ccccc3)nc(N3CCOCC3)n2)cc1 was read as NALP1 inh 15, PfM18AAP inh -14, MEKK2mut PB1 HTS 3, VIM-2 inh -1.0, IMP-1 inh -2.0, MEKK2wt PB1 HTS 105, SUMO HTRF inh 20, FID counter 1 and NS3 helicase inh 1.
For COC(=O)c1sc2nc(C)nc(SCC(=O)C(C)(C)C)c2c1C the results were NALP1 inh 2, PfM18AAP inh 11, MEKK2mut PB1 HTS -8, VIM-2 inh -2.3, IMP-1 inh -1.9, MEKK2wt PB1 HTS 88, SUMO HTRF inh -10, FID counter -12 and NS3 helicase inh -3.
Screening O=C(COC(=O)/C=C/c1cccs1)Nc1ccc2ccccc2c1 returned NALP1 inh 37, PfM18AAP inh 4, MEKK2mut PB1 HTS -1, VIM-2 inh -3.0, IMP-1 inh -2.5, MEKK2wt PB1 HTS 97, SUMO HTRF inh 16, FID counter -6 and NS3 helicase inh -1.
N#CC1=C(N)OC2=C(C(=O)CCC2)C12C(=O)N1CCCc3cccc2c31 (stereo not drawn) was read as NALP1 inh 3, PfM18AAP inh -10, MEKK2mut PB1 HTS 4, VIM-2 inh -0.3, IMP-1 inh -3.2, MEKK2wt PB1 HTS 101, SUMO HTRF inh -1, FID counter -7 and NS3 helicase inh 8.
Screening O=C(Cn1nnc2ccccc2c1=O)NCCc1ccccc1 returned NALP1 inh 16, PfM18AAP inh 5, MEKK2mut PB1 HTS 0, VIM-2 inh -0.8, IMP-1 inh -0.5, MEKK2wt PB1 HTS 101, SUMO HTRF inh -2, FID counter 2 and NS3 helicase inh 2.
`COCCNC(=S)N(CCc1c(C)[nH]c2ccc(Cl)cc12)Cc1cccnc1` gave NALP1 inh 5, PfM18AAP inh -6, MEKK2mut PB1 HTS 24*, VIM-2 inh 0.2, IMP-1 inh 0.4, MEKK2wt PB1 HTS 124, SUMO HTRF inh 16, FID counter -18 and NS3 helicase inh -28.
`O=C(NNC(=O)c1ccc([N+](=O)[O-])cc1)NC1CCCCC1` gave NALP1 inh 0, PfM18AAP inh 5, MEKK2mut PB1 HTS 3, VIM-2 inh -5.2, IMP-1 inh -2.4, MEKK2wt PB1 HTS 100, SUMO HTRF inh 6, FID counter 2 and NS3 helicase inh -3.
N#CCc1nnc2n1-c1ccccc1CCC2 was read as NALP1 inh 4, PfM18AAP inh 2, MEKK2mut PB1 HTS -3, VIM-2 inh -2.2, IMP-1 inh 12*, MEKK2wt PB1 HTS 100, SUMO HTRF inh 21, FID counter -2 and NS3 helicase inh -4.
`O=C(Nc1ccc(C(=O)O)cc1)/C(=C\C=C\c1ccccc1)NC(=O)c1ccccc1Cl` gave NALP1 inh 0, PfM18AAP inh 4, MEKK2mut PB1 HTS 2, VIM-2 inh -1.9, IMP-1 inh -2.8, MEKK2wt PB1 HTS 96, SUMO HTRF inh 3, FID counter -44 and NS3 helicase inh 22.
CC(=O)c1cccc(NC(=O)C2CCN(C(=O)c3ccccc3Cl)CC2)c1 was read as NALP1 inh 13, PfM18AAP inh 0, MEKK2mut PB1 HTS -2, VIM-2 inh -0.8, IMP-1 inh 1.4, MEKK2wt PB1 HTS 102, SUMO HTRF inh 6, FID counter -38 and NS3 helicase inh -3.
For COc1ccccc1N1CCN(C(=O)CSc2nnc3c4ccccc4n(CC(=O)O)c3n2)CC1 the results were NALP1 inh 31, PfM18AAP inh 0, MEKK2mut PB1 HTS -1, VIM-2 inh 2.8, IMP-1 inh -1.1, MEKK2wt PB1 HTS 96, SUMO HTRF inh 15, FID counter -33 and NS3 helicase inh -3.
`CN(Cc1cnn(C)c1)S(=O)(=O)c1cccc([N+](=O)[O-])c1` gave NALP1 inh 11, PfM18AAP inh -13, MEKK2mut PB1 HTS -1, VIM-2 inh -1.5, IMP-1 inh -3.4, MEKK2wt PB1 HTS 100, SUMO HTRF inh 4, FID counter 1 and NS3 helicase inh -9.
Screening c1ccc(Nc2nnc(-c3cccnc3)s2)cc1 returned NALP1 inh 32, PfM18AAP inh -5, MEKK2mut PB1 HTS -4, VIM-2 inh 1.1, IMP-1 inh 1.3, MEKK2wt PB1 HTS 102, SUMO HTRF inh 2, FID counter -7 and NS3 helicase inh 15.
For CC(=O)Oc1ccc2c(=O)c(N3C(=O)c4ccccc4C3=O)c(C)oc2c1C the results were NALP1 inh 1, PfM18AAP inh 9, MEKK2mut PB1 HTS 0, VIM-2 inh -1.9, IMP-1 inh -3.7, MEKK2wt PB1 HTS 99, SUMO HTRF inh 9, FID counter -8 and NS3 helicase inh 6.
Screening CCCn1c(Nc2cccc(OC)c2)nc2ccccc21 returned NALP1 inh -5, PfM18AAP inh -4, MEKK2mut PB1 HTS 14, VIM-2 inh -0.3, IMP-1 inh -4.6, MEKK2wt PB1 HTS 105, SUMO HTRF inh 31, FID counter -1 and NS3 helicase inh 3.
Screening CN(C)S(=O)(=O)c1ccc(C(=O)Nc2nc3ccccc3[nH]2)cc1 returned NALP1 inh 1, PfM18AAP inh -1, MEKK2mut PB1 HTS 0, VIM-2 inh -1.8, IMP-1 inh -4.2, MEKK2wt PB1 HTS 107, SUMO HTRF inh 3, FID counter -7 and NS3 helicase inh 2.
Nc1cc2c(cc1C(=O)c1ccccc1)OCCO2 was read as NALP1 inh 8, PfM18AAP inh -10, MEKK2mut PB1 HTS 4, VIM-2 inh -1.9, IMP-1 inh -2.0, MEKK2wt PB1 HTS 98, SUMO HTRF inh -2, FID counter 0 and NS3 helicase inh -21.
For COCCCN(C(=S)Nc1c(C)cc(C)cc1C)C(C)c1ccncc1 (stereo not drawn) the results were NALP1 inh 22, PfM18AAP inh 9, MEKK2mut PB1 HTS 0, VIM-2 inh -4.0, IMP-1 inh -2.2, MEKK2wt PB1 HTS 102, SUMO HTRF inh -10, FID counter -6 and NS3 helicase inh -7.
`Cc1cccc(/C=C/c2nc3ccccc3c(=O)n2Cc2ccccc2)c1` gave NALP1 inh 21, PfM18AAP inh 5, MEKK2mut PB1 HTS -2, VIM-2 inh -0.5, IMP-1 inh 0.2, MEKK2wt PB1 HTS 99, SUMO HTRF inh -2, FID counter -14 and NS3 helicase inh -9.
Screening COc1ccc(N(C)C(=S)Oc2ccc(C(=O)Nc3ccccc3)cc2)cc1 returned NALP1 inh 20, PfM18AAP inh -2, MEKK2mut PB1 HTS -1, VIM-2 inh -2.8, IMP-1 inh -2.9, MEKK2wt PB1 HTS 94, SUMO HTRF inh 10, FID counter -1 and NS3 helicase inh 1.
`Cc1cc(C(=O)NCCN2CCCCC2C)n(-c2ccccc2)n1` (stereo not drawn) gave NALP1 inh 20, PfM18AAP inh -4, MEKK2mut PB1 HTS 6, VIM-2 inh -3.2, IMP-1 inh -0.2, MEKK2wt PB1 HTS 111, SUMO HTRF inh 5, FID counter 1 and NS3 helicase inh 0.
Screening COc1cccc(-c2cc(C(F)(F)F)nc(-n3cccn3)n2)c1 returned NALP1 inh -6, PfM18AAP inh 7, MEKK2mut PB1 HTS 3, VIM-2 inh 6.8, IMP-1 inh -3.3, MEKK2wt PB1 HTS 106, SUMO HTRF inh 5, FID counter -21 and NS3 helicase inh -4.
`NC1=C([N+](=O)[O-])C(c2ccc(F)cc2)C2=C(CCCC2=O)O1` (stereo not drawn) gave NALP1 inh 23, PfM18AAP inh 13, MEKK2mut PB1 HTS -3, VIM-2 inh -4.1, IMP-1 inh -3.8, MEKK2wt PB1 HTS 103, SUMO HTRF inh 6, FID counter 2 and NS3 helicase inh 7.
COc1ccc(-c2cc(C(=O)Nc3cccnc3)no2)cc1OC was read as NALP1 inh 16, PfM18AAP inh -15, MEKK2mut PB1 HTS -6, VIM-2 inh 1.2, IMP-1 inh -0.5, MEKK2wt PB1 HTS 97, SUMO HTRF inh 5, FID counter -24 and NS3 helicase inh -11.
`Clc1ccccc1Cn1nnc2c(N3CCCC3)ncnc21` gave NALP1 inh 15, PfM18AAP inh 3, MEKK2mut PB1 HTS 4, VIM-2 inh -1.8, IMP-1 inh -3.3, MEKK2wt PB1 HTS 101, SUMO HTRF inh -20, FID counter -15 and NS3 helicase inh -2.
C=CCNC(=S)N1CCN(c2ncc(C(F)(F)F)cc2Cl)CC1 was read as NALP1 inh 6, PfM18AAP inh -4, MEKK2mut PB1 HTS -4, VIM-2 inh -1.2, IMP-1 inh -1.4, MEKK2wt PB1 HTS 96, SUMO HTRF inh 9, FID counter -16 and NS3 helicase inh -9.

Pulled one by one from the entries so far, 4 records:
`Clc1ccccc1Cn1nnc2c(N3CCCC3)ncnc21` gave NALP1 inh 15, PfM18AAP inh 3, MEKK2mut PB1 HTS 4, VIM-2 inh -1.8, IMP-1 inh -3.3, MEKK2wt PB1 HTS 101, SUMO HTRF inh -20, FID counter -15 and NS3 helicase inh -2.
`Cc1cccc(/C=C/c2nc3ccccc3c(=O)n2Cc2ccccc2)c1` gave NALP1 inh 21, PfM18AAP inh 5, MEKK2mut PB1 HTS -2, VIM-2 inh -0.5, IMP-1 inh 0.2, MEKK2wt PB1 HTS 99, SUMO HTRF inh -2, FID counter -14 and NS3 helicase inh -9.
`NC1=C([N+](=O)[O-])C(c2ccc(F)cc2)C2=C(CCCC2=O)O1` (stereo not drawn) gave NALP1 inh 23, PfM18AAP inh 13, MEKK2mut PB1 HTS -3, VIM-2 inh -4.1, IMP-1 inh -3.8, MEKK2wt PB1 HTS 103, SUMO HTRF inh 6, FID counter 2 and NS3 helicase inh 7.
Nc1cc2c(cc1C(=O)c1ccccc1)OCCO2 was read as NALP1 inh 8, PfM18AAP inh -10, MEKK2mut PB1 HTS 4, VIM-2 inh -1.9, IMP-1 inh -2.0, MEKK2wt PB1 HTS 98, SUMO HTRF inh -2, FID counter 0 and NS3 helicase inh -21.

From PubChem BioAssay
